Assay outcomes: PubChem, several laboratories
HCV NS3 hel inh: inhibitors of HCV NS3 helicase, primary screen, biochemical, Cy5 molecular beacon fluorescence. inhibition, % at 10.9 µM. hit rate 0.56% among 290,000. NS3 helicase DNA unwinding. Hepatitis C virus NS3 helicase. AID 1800, 2009;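 active = inhibition above the mean of all tested compounds plus 3 SD, set per campaign, cut at about 35% in these data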;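 note: 0% = DMSO wells and 100% = thioflavine S control wells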
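test system = hepatitis C virus NS3 helicase domain fragment enzyme | reagent = annealed dual-labelled DNA beacon duplex, ATP-started | times = 1 h at 25 °C | detection = Cy5 fluorescence, 0 and 60 min reads | read-out basis = percent inhibition from t60/t0 fluorescence ratio | control set = DMSO and thioflavine S | replication = one well per compound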
p-CIP stab down: p/CIP-EGFP fusion destabilizers, primary screen, fluorescence, F442A cells. Q05BA5. decrease of EGFP signal, % at 10 µM. 16 h. hit rate 0.01% among 290,000;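 active = EGFP signal decrease of at least 30% at 10 µM or well 3 SD below plate mean, unless failing retest; inactive = the rest, including hits failing retest or dose response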; note: some compounds called inactive have numbers as strong as hits; many of its hits are not listed in these tables
VIM-2 inh: VIM-2 metallo-beta-lactamase inhibitors, primary screen, biochemical, epi-absorbance readout, Pseudomonas aeruginosa enzyme; purified VIM-2, nitrocefin hydrolysis, epi-absorbance fluorescence; AID 1527, 2009; hit rate 0.89% among 290,000; inhibition, % at 5.6 µM;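 active = inhibition above the mean of all tested compounds plus 3 SD, cutoff set per screening run, cut at about 7.5% in these data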;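 note: red hydrolysis product quenches plate fluorescence so inhibitors raise well fluorescence; 0% = enzyme with DMSO and 100% = DMSO without enzyme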
UBC9 SUMO inh: inhibitors of in vitro SUMOylation cascade, primary screen, biochemical, HTRF, uHTS | hit rate 0.36% among 290,000 | HTRF SUMOylation assay, SAE1/SAE2 + UBC9 | inhibition, % at 35 µM; in the data active = inhibition above about 50%, passing the limit was not always enough; note: strong numbers were not always called active
Target sequence (P63279 whole entry, looked up): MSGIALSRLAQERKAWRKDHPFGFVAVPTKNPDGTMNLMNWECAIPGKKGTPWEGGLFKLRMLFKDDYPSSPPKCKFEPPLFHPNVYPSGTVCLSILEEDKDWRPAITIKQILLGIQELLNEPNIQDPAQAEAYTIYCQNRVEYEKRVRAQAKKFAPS
DNA FID counter: compounds displacing fluorescent DNA intercalator, primary screen, artefact control for HCV NS3 helicase inhibitor project, biochemical, FID fluorescence; hit rate 0.17% among 290,000; DNA fluorescent intercalator displacement; inhibition, % at 7.9 µM; AID 1845, 2009; in the data active = inhibition above about 37%;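 note: 0% = vehicle and 100% = reference compound; higher means more ethidium bromide displaced from hairpin DNA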
IDE inh: human IDE inhibitors in live cells, primary screen, fluorescence polarization, HEK cells, FAbetaB substrate | Insulin-degrading enzyme (Homo sapiens), P14735 | FAbetaB cleavage | inhibition, % at 5.59 µM | hit rate 0.41% among 320,000 | AID 434962, 2010;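 active = percent inhibition above the average of all tested compounds plus 3 SD, set per screening campaign, cut at about 16% in these data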;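 note: IDE supplied by intact live HEK cells; FP after avidin binding of uncleaved biotin substrate so inhibition keeps polarization high; 0% = DMSO wells and 100% = 60 µM reference IDE inhibitor Ii1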
IMP-1 inhibitor: IMP-1 metallo-beta-lactamase inhibitors, primary screen, biochemical, epi-absorbance readout, Pseudomonas aeruginosa enzyme. inhibition, % at 5.6 µM. metallo-beta-lactamase IMP-1 (Pseudomonas aeruginosa). hit rate 0.45% among 290,000. AID 1556, 2009. purified IMP-1, nitrocefin hydrolysis, epi-absorbance fluorescence;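 active = inhibition above the mean plus 3 SD of all compounds in the same screening run, cut at about 4.5% in these data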;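 note: 0% = IMP-1 with DMSO and 100% = DMSO wells lacking enzyme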
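Assay system: purified IMP-1; Quantity: IMP-1 0.2 nM before substrate addition; Medium: HEPES buffer pH 7.1 with ZnSO4 and Brij 35; Incubation: 15 min enzyme–compound preincubation, then 25 min nitrocefin reaction, 25 °C; Signal: fluorescence quenching readout, ex 480/em 530 nm; Controls: DMSO with and without IMP-1; Repeats: singlicate testing.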
PfM18AAP inh: PfM18AAP inhibitors, malaria aminopeptidase, primary screen, biochemical, QFRET, recombinant enzyme. M18 aspartyl aminopeptidase (Plasmodium falciparum 3D7). H-Glu-NHMec fluorogenic cleavage. inhibition, % at 7.35 µM. hit rate 1.2% among 290,000;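 active = inhibition above the campaign mean inhibition over all tested compounds plus 3 SD, cut at about 28% in these data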;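 note: 0% = plate median of test compound wells and 100% = 2 mM ZnCl2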
IDE cell activ: human IDE activators in live cells, primary screen, fluorescence polarization, HEK cells, FAbeta-B substrate. AID 493087, 2011. Insulin-degrading enzyme (Homo sapiens), P14735. hit rate 0.073% among 340,000. FAbeta-B cleavage; 0% vehicle, 100% cell-free pure enzyme wells. activation, % at 5.96 µM;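 active = activation above the mean of all tested compounds plus 3 SD, set per screening campaign, cut at about 17% in these data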
An asterisk follows results filed as active; · = not tested or not shown.

Structure	DNA FID counter	UBC9 SUMO inh	IMP-1 inhibitor	HCV NS3 hel inh	p-CIP stab down	IDE inh	PfM18AAP inh	IDE cell activ	VIM-2 inh
CCCc1nc2c(sc3nc4c(cc32)COC(C)(C)C4)c(=O)o1	-12	10	-1.4	2	-1	-3	20	-2	-1.4
Cc1cccc(OCC(=O)NNS(=O)(=O)c2ccccc2F)c1	-6	13	-2.7	2	-17	-3	2	2	-2.8
CCC(=O)N1CCc2cc(S(=O)(=O)NC(C(=O)NCc3ccc(C)cc3)C(C)C)ccc21 (configuration not stated)	-5	74	-3.7	6	3	3	-6	5	-2.2
COc1ccc(Nc2nnc(SCC(=O)NC(=O)Nc3ccc4c(c3)OCCO4)s2)cc1	-9	14	-3.4	17	-8	1	5	3	-3.4
Cc1ccc(C(=O)NCc2cccnc2)o1	-4	4	-1.2	-5	-7	-2	-11	3	-0.7
NS(=O)(=O)c1ccc(CCNC(=O)CN2CCN(c3ccc(F)cc3)CC2)cc1	-4	-14	-4.4	1	4	4	9	-5	-0.1
COc1ccc(-c2nc(CS(=O)(=O)CC(=O)NCc3ccc(F)cc3)c(C)o2)cc1	-39	2	-0.8	5	-11	-5	-18	2	-1.3
CC1CC(C)CN(S(=O)(=O)c2ccc3c(c2)oc(=O)n3CC(=O)NCCCOC(C)C)C1 (configuration not stated)	-58	1	-1.2	7	-2	2	5	5	-2.1
CN(C)CCCNCCNC(=O)/C=N\O	1	6	-2.6	-3	-5	0	-1	-1	-0.8
COc1cc(-c2nc(S(=O)(=O)c3ccc(Cl)cc3)c(N3CCOCC3)o2)cc(OC)c1OC	-5	-5	0.6	-3	7	2	-2	3	0.2
CCN(C(=O)CCc1nc(-c2ccc(OC)cc2)no1)c1cc(OC)ccc1OC	-41	2	-3.3	-5	-1	1	-3	2	-0.8
Cc1c(C(O)CN2CCN(Cc3ccc4c(c3)OCO4)CC2)c2ccccc2n1C (configuration not stated)	-7	30	-2.2	-20	-25	-3	10	-4	0.3
COc1ccc(C(=O)N2CCCC(CCC(=O)NCc3ccccc3F)C2)c(OC)n1 (configuration not stated)	-41	6	-2.7	-7	-7	2	3	-4	-4.5
O=C(COc1cccnc1[N+](=O)[O-])NCCc1ccc(Cl)cc1	-2	2	-3.4	8	-2	4	-9	1	-3.3
COCCNC(=O)c1c(N)n(/N=C/c2ccc(F)cc2)c2nc3ccccc3nc12	0	17	-1.4	-1	-17	-3	-1	·	-1.7
CCOP(=O)(C1=C(O)C(=O)C(C(C)(C)C)=CC1=O)c1ccccc1 (configuration not stated)	-21	19	-1.4	16	-5	·	-2	8	-2.4
COc1ccc2nc(NC(=O)C3CCN(S(=O)(=O)c4cnc[nH]4)CC3)sc2c1	2	0	-0.9	-1	8	0	4	4	-2.3
CCCC(C(=O)NC1CCCC1)N(CCCN1CCOCC1)C(=O)c1snc(C(N)=O)c1N (configuration not stated)	6	4	1.1	1	-4	-6	-11	2	0.7
Cc1cccc(N(C(=O)c2nsc(Cl)c2Cl)C(C(=O)NC2CCCC2)c2ccc(O)cc2)c1 (configuration not stated)	-23	-21	-2.7	4	1	2	-2	2	-2.2
COc1ccc(NC(=O)C2CCN(c3nc(-c4ccc(OC)cc4)no3)CC2)cc1	-27	10	-5.0	-1	-3	1	-2	-2	-2.9
O=C(NNS(=O)(=O)c1ccc(F)cc1)c1sccc1-n1cccc1	-2	4	-2.2	-6	-15	-4	-3	2	1.0
O=C(c1ccc(Cl)c(S(=O)(=O)N2CCCCC2)c1)N1CCN(c2ccccc2)CC1	-46	6	-1.5	-7	-11	1	-12	0	-1.0
CCn1c(SCC(=O)Nc2ccc(-c3nc4ccc(C)cc4s3)cc2)nnc1-c1ccccc1	-2	7	-2.4	7	-3	3	-3	·	-1.4
CC1CCN(c2c(NCC3CCC(C(=O)NCCc4ccc(Cl)cc4)CC3)c(=O)c2=O)CC1 (configuration not stated)	-49	14	-4.1	3	-10	-3	3	-2	-3.2
COc1ccc(S(=O)(=O)N2c3ccccc3OCC2C)cc1 (configuration not stated)	-5	10	-2.8	7	-2	-2	3	·	-3.8
COc1ccc(-c2[nH]c(-c3ccccc3)nc2SCC(=O)NCc2ccco2)cc1OC	-16	-4	-0.9	-4	2	-2	-3	-4	-1.4
Cc1ccc(CCN2CC(C(=O)NCCCN3CCOCC3)CC2=O)cc1 (configuration not stated)	12	8	-4.0	5	-12	2	-15	-1	-4.3
CC1CCN(S(=O)(=O)c2nnc(NC(=O)COc3ccccc3)s2)CC1	-21	8	0.5	2	-8	-1	-7	2	-0.3
Cc1cc(/C=C2\NC(=S)N(C)C2=O)ccc1N1CCCC1	0	-10	-2.4	11	-267	88*	-8	-115	-0.9
CC(Oc1cccc(Cl)c1)C(=O)NCc1ccc(S(N)(=O)=O)cc1 (configuration not stated)	-9	13	-1.9	-2	0	-1	2	0	-2.1
CCOc1ccccc1C(=O)N1CCC(n2nnc3cc(C)ccc32)CC1	-31	31	-1.2	1	-5	6	4	1	0.2
Cc1ccccc1NC(=O)COC(=O)c1ccc(S(C)(=O)=O)c([N+](=O)[O-])c1	6	7	-3.4	1	-14	5	6	3	-1.9
COCC(=O)N(C)c1nnc(-c2ccc([N+](=O)[O-])cc2)s1	-4	8	-2.6	7	3	-4	-6	-1	-2.3
CCOc1ccc(CCNC(=O)c2nnn(CC(=O)Nc3ccc(OC)c(OC)c3)c2N)cc1OCC	-39	8	-1.9	-2	-5	4	-5	2	-1.9
CCn1ncc(C2=NOC(C(=O)Nc3c(C)n(C)n(-c4ccccc4)c3=O)C2)c1C (configuration not stated)	-3	18	-6.6	0	-22	0	1	-1	-4.7
CCCC(=O)Nc1nc(-c2ccc3c(c2)OCCO3)cs1	-10	9	-1.7	-11	9	4	-1	1	-5.4
CC1=C(c2ccccc2)C(=S)NC(C)(C)C1	-5	8	-3.7	10	-1	-3	3	0	-0.9
CCc1nc2ccccc2c(C(=O)OC2CCCCC2=O)c1C (configuration not stated)	-22	0	-4.5	2	0	2	2	4	-3.6
CC(C)OC(=O)CSc1nc(N)c(C#N)c(-c2cccs2)c1C#N	-5	14	-4.3	7	-24	7	1	3	-3.0
CS(=O)(=O)N1CCCC(C(=O)Nc2ccccc2)C1 (configuration not stated)	1	1	-1.4	0	13	2	0	1	-0.2
CC(CC(=O)C1C(C)C=CCC1(C)C)NNC(N)=O (configuration not stated)	-8	-2	-4.0	0	-12	-4	8	2	-1.4
COc1ccccc1N1C(=O)CC(Sc2ncccc2C(=O)O)C1=O (configuration not stated)	0	-8	-2.2	-1	-3	3	-8	10	-3.2
CCCCN(CCCC)S(=O)(=O)c1ccc(N2CCCC2=O)c([N+](=O)[O-])c1	-19	·	-3.7	-3	·	-7	-4	0	0.2
O=C(CSc1nnnn1-c1ccccc1)Nc1ccc(N2CCOCC2)cc1	-3	17	-1.3	4	-6	5	4	4	-2.1
O=C(c1ccc(Cl)c(Cl)c1)N1CCC(=O)N(C(COCc2ccccc2)Cc2ccccc2)CC1 (configuration not stated)	-35	-22	-3.0	-11	-12	3	-2	0	-3.2
CCC(C)(C)NC(=O)C(c1ccc(OC)cc1)N(Cc1ccco1)C(=O)CCC(=O)Nc1cc(C)on1 (configuration not stated)	-19	0	0.0	-6	-1	3	-3	4	0.4
O=C(NNS(=O)(=O)c1cccc(Cl)c1Cl)c1cccc(S(=O)(=O)N2CCOCC2)c1	-2	2	-3.0	0	-12	5	-7	5	-3.9
Cc1ccc2nc(NCCc3ccc(Cl)cc3)c3nncn3c2c1	-16	-5	-3.9	-7	-4	5	-1	2	-2.4
O=C(NCCc1ccccc1)/C(=C\c1cccc([N+](=O)[O-])c1)NC(=O)c1ccco1	-9	-1	-2.8	5	0	1	2	-2	-1.1
Cc1ccccc1NC(=O)c1c(Cl)nc(C)c(Cl)c1C	-13	-2	-4.2	0	-4	7	2	3	-4.8
COC(=O)CNC(=O)C1Cc2ccccc2CN1S(=O)(=O)c1cccs1 (configuration not stated)	-8	3	-1.6	1	-4	-1	-2	5	-2.6
Cc1cccc2[nH]c(CCNC(=O)C3CCC(=O)N(CCc4cccc(F)c4)C3)nc12 (configuration not stated)	-15	2	-0.9	2	-9	-1	0	3	-1.9
c1ccc(SCc2nc3ccccc3[nH]2)nc1	-3	4	-3.4	-1	-12	-8	7	-2	-3.6
COCCNC(=O)COc1cc(=O)n(C)c2ccccc12	2	12	-0.4	10	6	-3	-7	6	-0.8
O=C(Nc1ccccc1)C1=C[C@H](C2CCCCC2)C[C@H](OCc2ccc(CO)cc2)O1	-24	-12	-0.8	-8	-8	0	-5	3	3.0
CCCC(=O)NCCSC	-1	7	-2.4	5	5	4	-5	5	-1.4

Following part.
Structure	DNA FID counter	UBC9 SUMO inh	IMP-1 inhibitor	HCV NS3 hel inh	p-CIP stab down	IDE inh	PfM18AAP inh	IDE cell activ	VIM-2 inh
NS(=O)(=O)c1ccc(CCNC(=O)CCCn2c(SCC(=O)N3CCCC3)nc3ccsc3c2=O)cc1	-36	8	0.4	3	-5	13	-4	0	1.7
Cc1ccc(S(=O)(=O)N/N=C(\c2ccccc2)c2cccnc2)cc1	-17	-7	-1.1	-7	31	4	2	4	1.6
COc1cccc(CNC(=O)CCCNS(=O)(=O)c2cccs2)c1	-6	-4	0.1	3	1	-3	4	4	0.9
COC(=O)Cc1c(C)c2ccc(OC(=O)c3ccco3)cc2oc1=O	-8	36	-8.8	-2	-5	4	-3	7	-2.1
Cc1nccc(-c2ccc(-n3c(C)ccc3C)cc2)n1	-7	3	-1.5	11	-22	-3	-3	5	-2.4
O=C(NC(=S)N1CCCCC1)c1csc([N+](=O)[O-])c1	-5	-1	-3.2	1	-3	-4	7	·	-3.5

In another format: 2 of the compounds above.
Values in the order – DNA FID counter	UBC9 SUMO inh	IMP-1 inhibitor	HCV NS3 hel inh	p-CIP stab down	IDE inh	PfM18AAP inh	IDE cell activ	VIM-2 inh
O=C(NC(=S)N1CCCCC1)c1csc([N+](=O)[O-])c1
→ -5	-1	-3.2	1	-3	-4	7	·	-3.5
COc1cccc(CNC(=O)CCCNS(=O)(=O)c2cccs2)c1
→ -6	-4	0.1	3	1	-3	4	4	0.9
